Glyco luc inh: blocks N-linked glycosylation in D54 reporter cells | D54 ERlucT glycosylation luciferase reporter, 24 h; percent of 100 nM tunicamycin response | reporter increase, % at 12.5 µM | 360,000 tested, 0.23% active | AID 588692;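 active = mean luciferase reporter signal, scaled so untreated is 0 and the glycosylation-blocking control 100, at or above a set limit in every replicate; inconclusive = mean reaches the limit but not every replicate does; inactive = mean below the limit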;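 note: luciferase carries N-glycosylation sites so blocking glycosylation raises the light; 0% = median of neutral control wells and 100% = median of 100 nM tunicamycin wells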
CaV13 FRET inh: Primary screen for inhibitors of IQ motif and Ca2+-dependent inactivation inhibitor domain binding in CACNA1D, Förster resonance energy transfer in living cells, … | HEK cells, CFP/YFP FRET ICDI-IQ, plate reader, 10 min; percent FRET-ratio fall versus neutral wells | inhibition, % at 12.3 µM | 340,000 tested, 0.098% active | AID 743397;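 active = mean replicate inhibition of at least 30% and at least 1% of replicates passing that level; inconclusive = only one of the two criteria is met; inactive = neither criterion is met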;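 note: 0% = median of the neutral control wells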
HTR2A ag: mouse HTR2A agonism via beta-arrestin recruitment. P35363. CHO-K1 mHTR2A beta-arrestin complementation, luminescence; percent of 30 µM serotonin response. activation, % at 7.6 µM. 360,000 tested, 0.66% active. AID 624169;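 active = activation above a run cutoff, the mean activation of all tested compounds plus 3 SD, cut at about 14% in these data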;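 note: 0% = plate median of compound wells and 100% = 30 µM serotonin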
PDI turbidity: blocks human protein disulfide isomerase activity. PDI insulin aggregation turbidity, A650, 90 min. 350,000 tested, 0.052% active. inhibition, % at 10 µM;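 active = mean inhibition across replicates of 30% or more, whatever share of single replicates reach that level; inconclusive = mean inhibition below 30% while every single replicate reaches 30%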;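 note: absorbance from insulin aggregation driven by PDI reduction with DTT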
MC4R barr agon: activates human MC4R beta-arrestin recruitment; activation, % at 8.9 µM; P32245; U2OS MC4R beta-arrestin complementation, luminescence; percent of melanotan II response, DMSO zero; AID 540308; 360,000 tested, 0.98% active;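 active = activation above a per-plate cutoff, the mean activation of sample wells on that plate plus 3 SD, cut at about 8% in these data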
Cardio protect: modulators protecting cardiomyocytes from myocardial damage; 360,000 tested, 0.63% active; AID 588492; H9c2 cardiomyocytes, H2O2 injury protection, ATPLite, 2 h; protection from H2O2 cell death, % at 20 µM;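 active = compounds giving at least 50% protection of heart cells from peroxide-induced death in the single-dose screen, raw or plate-pattern-corrected value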;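 note: 0% = DMSO wells with peroxide and 100% = DMSO wells without peroxide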
aDG glyco up: increases alpha dystroglycan glycosylation. Pro5-aDG cells, alpha-DG glycosylation AlphaScreen (IIH6); 0% Pro5, 100% B10-LARGE cell signal. activation, % at 10 µM. 360,000 tested, 0.22% active;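 active = activation of at least 8% versus controls, or a plate z-score of at least 8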;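 note: Pro5 are CHO cells carrying HIG-tagged alpha-DG that lacks glycosylation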
Vif inh: blocks HIV Vif function; HEK293T cells, Vif self-association by quenched fluorescence, imaging, 24 h; inhibition, % at 7.49 µM; 340,000 tested, 0.35% active; AID 602346; in the data active = inhibition above about 50%, passing the limit was not always enough; inconclusive = no clear call, values can overlap the other calls; inactive = below about 31%; note: some results filed as inactive read as strong as hits
ABCB6 inh 2: blocks the human ABCB6 transporter; 360,000 tested, 0.19% active; AID 602162; K562-ABCB6 porphyrin accumulation, flow cytometry, 1 h; active compounds read low; fluorescence ratio to DMSO, % at 10 µM;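 active = fluorescence ratio to DMSO below 75%, the collection mean minus 3 SD; inconclusive = too few cells collected in the well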;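 note: signal is porphyrin accumulated inside mitochondria; 100% equals median channel fluorescence of DMSO control wells; lower ratio means ABCB6 inhibition with less porphyrin fluorescence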
Target sequence (Q9NP58 whole entry, looked up): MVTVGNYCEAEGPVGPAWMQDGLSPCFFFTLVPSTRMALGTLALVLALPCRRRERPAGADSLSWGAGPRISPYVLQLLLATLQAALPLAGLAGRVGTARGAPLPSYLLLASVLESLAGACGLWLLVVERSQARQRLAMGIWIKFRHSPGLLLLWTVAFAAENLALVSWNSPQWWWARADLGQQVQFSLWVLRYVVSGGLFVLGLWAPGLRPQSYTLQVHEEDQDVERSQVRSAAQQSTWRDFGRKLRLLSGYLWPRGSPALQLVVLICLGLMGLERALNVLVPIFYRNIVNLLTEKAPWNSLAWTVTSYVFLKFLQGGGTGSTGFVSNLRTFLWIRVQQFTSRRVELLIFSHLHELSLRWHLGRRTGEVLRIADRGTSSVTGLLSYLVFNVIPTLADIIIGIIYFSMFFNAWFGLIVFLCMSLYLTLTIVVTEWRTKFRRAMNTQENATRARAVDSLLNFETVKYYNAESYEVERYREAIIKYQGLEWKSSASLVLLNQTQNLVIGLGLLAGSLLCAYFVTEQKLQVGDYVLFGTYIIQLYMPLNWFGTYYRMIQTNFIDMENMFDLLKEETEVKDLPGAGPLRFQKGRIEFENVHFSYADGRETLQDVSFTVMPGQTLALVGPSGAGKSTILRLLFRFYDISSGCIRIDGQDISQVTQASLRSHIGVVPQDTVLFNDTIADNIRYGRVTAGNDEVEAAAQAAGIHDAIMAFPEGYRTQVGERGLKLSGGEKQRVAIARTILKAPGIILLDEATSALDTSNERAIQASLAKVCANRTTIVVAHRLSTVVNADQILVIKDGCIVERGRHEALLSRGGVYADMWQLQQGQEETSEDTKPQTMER
MC4R antagonist: blocks human MC4R cAMP signaling; AID 540295; 360,000 tested, 0.48% active; P32245; MC4R-expressing cells, MTII-stimulated cAMP, LANCE TR-FRET; inhibition, % at 6.5 µM;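 active = inhibition above its plate's cutoff, the mean of tested wells on that plate plus 3 SD, cut at about 29% in these data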;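 note: 0% = Melanotan II alone and 100% = Melanotan II plus saturating MCL0020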
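Assay system: human MC4R-expressing U2OS cells; reagent: Melanotan II stimulation of cells; dosing: 6.5 µM single dose; timing: compound 30 min, challenge 1 h, detection 1 h; signal: TR-FRET cAMP assay; replicates: one well per compound, no replicates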
An asterisk follows results filed as active; ? = inconclusive; . = no result given.

Order of results: MC4R antagonist	CaV13 FRET inh	ABCB6 inh 2	Cardio protect	aDG glyco up	Vif inh	PDI turbidity	MC4R barr agon	HTR2A ag	Glyco luc inh
CC1CN(C2=NC(=O)/C(=C3/C(=O)N(Cc4ccc(F)cc4)c4ccccc43)S2)CC(C)O1 (stereo unspecified)
    14	-4	100	12	0.1	1	-1	-2.9	-3	-3
CCN(CC)CC(=O)Nc1sc2c(c1C(=O)c1ccccc1C)CCC2
    8	-10	92	6	-0.3	1	-1	6.5	0	-2
Cc1cccc(-n2cnc3cc(C(=O)N4CCc5ccccc54)ccc32)c1
    6	-4	98	7	-0.4	10	-2	0.8	4	2
O=C(O)c1cc(O)ccc1O
    2	-6	100	12	0.1	-6	-2	-0.8	-2	0
CN(C(=O)COC(=O)c1nn(C)c(=O)c2ccccc12)c1c(N)n(Cc2ccccc2)c(=O)[nH]c1=O
    2	-6	102	-6	0.0	10	0	-2.7	-9	0
COc1cc(C(=O)N2CCN(c3ccccc3OC)CC2)c([N+](=O)[O-])cc1OC
    2	-7	103	2	-0.5	4	-2	1.6	-1	5
COc1ccc(C(=O)c2c(C)c3ccccc3n2CC(O)CNC(C)C)cc1 (stereo unspecified)
    1	-5	98	21	5.3	4	-2	1.3	6	-3
O=C(Cc1ccccc1Cl)NNC(=O)Nc1ccccc1
    1	-4	98	7	-0.1	3	-1	-1.3	7	2
CCCCOc1ccc(C(=O)CCN2CCOCC2)cc1
    22	-3	98	-12	2.2	-2	0	-3.2	1	-6
O=C(O)c1ccc(Nc2ncnc3scc(-c4ccccc4)c23)cc1
    11	-1	108	3	0.1	4	-4	0.2	6	0
O=C(NC(Cc1ccccc1)C(=O)N1CCCCC1)c1ccccc1 (stereo unspecified)
    -1	-3	105	-4	-0.1	-15	-7	0.5	2	-1
CCN(CC(=O)Nc1c(F)cccc1F)C(=O)c1cc(S(=O)(=O)NCc2ccccc2)ccc1C
    5	-6	99	-1	-0.1	-2	3	0.2	1	-2
COC(=O)c1cc(C(=O)OCC(=O)N(C)c2ccccc2)cc([N+](=O)[O-])c1
    8	-2	94	3	-0.1	6	-13	-0.8	-2	1
COc1ccc(NC(=O)NCCN2CCN(c3cccc(Cl)c3)CC2)cc1
    7	-3	98	-1	1.7	.	.	5.3	2	-1
CCOC(=O)CC1C(=O)NCCN1S(=O)(=O)c1ccccc1 (stereo unspecified)
    4	-7	101	-1	0.0	0	6	1.3	0	1
CCN(c1ccc(NC(=O)c2ccc(Cl)nc2)cc1)C(C)C
    19	-5	103	3	-0.4	-1	2	-1.4	2	8
CNC(=O)NC(=O)C(C)OC(=O)c1c2c(nc3ccccc13)/C(=C/c1cccs1)CC2 (stereo unspecified)
    30*	-27	91	13	0.3	-24	0	8.2	3	-3
COc1ccc(-c2csc3ncnc(N4CCN(Cc5ccccc5)CC4)c23)cc1
    15	-2	96	0	0.5	0	0	-0.5	13	-8
COc1ccc(CCNC(=O)c2cccc([N+](=O)[O-])c2)cc1OC
    -4	-4	102	2	0.0	3	14	-0.1	7	2
CCN1CCN(C(=O)CN(Cc2ccccc2)S(C)(=O)=O)CC1
    7	-4	99	-2	0.2	2	3	-2.2	-2	1
Cc1ccc2ccc(C(Nc3ccccn3)c3ccccc3)c(O)c2n1 (stereo unspecified)
    -8	-6	98	88*	0.2	.	0	-2.6	-14	7
Cc1cc(/C=C(\C#N)C(=O)Nc2ccccc2)c(C)n1-c1cccnc1
    13	-7	91	-5	-0.4	2	4	-1.0	1	-9
CCOC(=O)[C@]12CCCC=C1N(Cc1ccc(Cl)cc1Cl)C(=O)[C@H](CC(=O)N1CCC(c3ccccc3)CC1)C2
    .	-2	96	.	-0.2	.	.	.	-1	.
Cc1ccccc1-n1nnnc1SCc1csc(-c2ccccc2)n1
    4	-4	98	0	0.0	-5	11	-1.5	-4	0
CC(C)CC(COCc1ccc([N+](=O)[O-])cc1)N1CCN(C(=O)c2ccc(C(F)(F)F)cc2)CCC1=O (stereo unspecified)
    5	-4	102	4	0.3	.	4	-0.8	5	0
NS(=O)(=O)c1ccc(NC(=O)c2ccc(S(=O)(=O)N3CCCCCC3)cc2)cc1
    8	-10	104	-4	1.1	-12	13	0.9	-2	-4
CCOc1ccc(N2CC(=O)Nc3ccccc3NCC2=O)cc1
    -2	-4	351	6	0.1	.	4	-0.8	3	3
Cc1ccc2nc(/C(C#N)=C\c3ccc(Oc4ccc(C(F)(F)F)cc4[N+](=O)[O-])cc3)[nH]c2c1
    -2	-5	95	-15	1.0	-4	-1	0.9	1	-4
COc1cc(S(=O)(=O)N2CCCCC2)ccc1NC(C)=O
    3	-8	101	0	0.0	10	-4	-0.6	-3	0
CCC(=O)Nc1ccc(-c2nn3c(C)nnc3s2)cc1C
    6	-4	98	9	-0.1	0	-7	1.9	-3	0
COc1ccccc1CNC(=O)c1cccc(S(=O)(=O)N2CCN(C)CC2)c1
    11	-5	102	2	-0.1	-2	-1	-1.5	0	1
CC(=O)NC1(C(F)(F)F)C(=O)NC(C)=C1C#N (stereo unspecified)
    16	.	119	6	-0.2	.	-1	-1.1	3	0
COc1cc2nn(-c3ccccc3N)nc2cc1OC
    1	-5	104	-1	0.3	-4	1	1.8	-4	-2
COc1cc(CC(=O)OCC(=O)Nc2ccc(Cl)c(S(=O)(=O)N(C)C)c2)cc(OC)c1OC
    12	-6	97	-10	-0.1	2	8	-0.9	3	1
CC1(C)CC(=O)C2=C(C1)OC1OC(=O)CC21C (stereo unspecified)
    -6	2	99	0	-0.2	-3	-3	-0.5	6	1
CCN(CC)C(=O)Oc1cc2c(-c3cc4cccc(OC)c4o3)cc(=O)oc2cc1C
    3	-13	91	36	-0.5	-5	1	-0.5	6	-3
O=C(CNC(=O)c1ccc(Cl)cc1Cl)OC1CCCCC1=O (stereo unspecified)
    6	-13	92	3	0.1	28	6	-0.1	0	2
CCCn1ncc(CN2CCN(Cc3ccsc3)C(CCO)C2)c1C (stereo unspecified)
    4	-2	98	-4	-0.1	-7	-2	-1.6	1	0
C/C(=N\OC(=O)c1ccccc1F)c1nccs1
    -4	.	95	5	-0.3	1	-15	-3.3	-2	4
O=C(c1nn(Cc2ccccc2)c(=O)c2ccccc12)N1CCN(C/C=C/c2ccccc2)CC1
    8	.	89	7	-0.3	.	16	0.1	-9	1
CN(C(=O)CN1C(=O)/C(=C/c2ccc(F)cc2)SC1=S)C1CCS(=O)(=O)C1 (stereo unspecified)
    -5	-3	101	-2	3.1	2	-8	0.2	0	-2
CCO[C@@H]1OC(C(=O)N2CCN(Cc3ccccc3)CC2)=C[C@H](C)[C@H]1CCCO
    5	-2	85	1	-0.1	-4	-3	-1.3	5	1
COc1ccc(NS(=O)(=O)c2cccc(C(=O)NCC(c3ccccc3OC)N3CCCC3)c2)cc1 (stereo unspecified)
    -3	-6	99	3	-0.1	4	-1	-0.7	-1	-3
CCN(CC)c1nc2c(c(=O)[nH]c(=O)n2C)n1Cc1ccccc1
    -3	-7	104	4	0.0	10	4	0.1	-5	-1
Cc1ccc(C(=O)Nc2cccc(-c3cnc4ccccc4n3)c2)cc1
    2	-8	96	-12	-0.1	.	-1	7.7	0	-4
Cn1ncc([N+](=O)[O-])c1C(=O)N/N=C/c1c[nH]c2ccccc12
    -12	-4	99	3	-0.3	.	-1	0.9	4	1
Cc1ccc(NC(=O)CSc2nnc(-c3ccccn3)n2N)c(Br)c1
    15	-20	99	-4	0.4	7	-2	-1.1	2	1
S=C(NCc1ccccc1)NCC1COc2ccccc2O1 (stereo unspecified)
    28	-9	103	-8	0.1	-4	5	3.5	-3	0
CCc1ccc(O)c(N=Cc2cccc(C)c2O)c1
    0	-8	124	60*	0.4	1	-8	-1.0	-1	-1
Cc1cc2nc(/C(C#N)=C/c3ccncc3)[nH]c2cc1C
    -13	-7	104	1	0.3	4	-1	-2.8	3	18
Cc1ccccc1-c1nn(-c2ccc(F)cc2F)cc1CNC1CC1
    -5	-4	103	-4	0.1	4	9	0.4	-4	-1
CC(C)(C)c1nnc2sc(SCC(=O)c3cccs3)nn2c1=O
    4	-3	101	8	-0.2	6	0	0.8	2	17
Cc1ccc(NC(=O)c2ncn(CC(=O)NCc3ccc4c(c3)OCO4)n2)cc1C
    -5	-5	93	-13	0.0	-5	-6	1.8	3	-2
CCOCCn1ccc2c(OCC(=O)Nc3ccccc3F)cccc2c1=O
    21	-16	99	10	-0.3	-6	0	-1.9	3	1
CC(=O)NC(C)(c1ccccc1)c1nc(-c2cncnc2)cs1 (stereo unspecified)
    1	-6	97	6	-0.3	?	5	-0.9	4	0
O=S(=O)(c1ccc(Cl)nc1)N1CCC(Cc2ccccc2)CC1
    17	-2	100	-4	0.4	0	3	1.5	1	-7
O=C(CC1c2ccccc2Oc2ccccc21)NCc1ccco1
    -4	.	98	-6	0.2	-7	8	-0.5	-2	-2
O=c1c2sc3nc(N4CCOCC4)c4c(c3c2nnn1Cc1ccccc1)CCCC4
    3	.	96	-9	-0.3	2	9	0.4	4	6
Cc1cc2ccccc2c(=O)n1CC(=O)NC1CCCCCC1
    4	.	96	3	0.1	.	-4	0.1	2	1
CC1(C)CC(NC(=O)c2sc3cc(Cl)ccc3c2Cl)CC(C)(C)N1
    -6	-3	99	-8	2.6	4	17	-0.9	-5	-6

Next section.
Order of results: MC4R antagonist	CaV13 FRET inh	ABCB6 inh 2	Cardio protect	aDG glyco up	Vif inh	PDI turbidity	MC4R barr agon	HTR2A ag	Glyco luc inh
O=C(Nc1ccccc1O)N1c2ccccc2Sc2ccccc21
    12	-3	98	-6	0.0	-6	-1	0.2	-5	1
CCOC(=O)c1ccc(Nc2cc(C)nc(C)c2C(=O)OCC)cc1
    7	-5	97	0	0.3	.	-1	0.1	4	0
N#C/C(=N\Nc1cc(Cl)cc(Cl)c1)c1nnc2n1CCCCC2
    -4	3	119	-19	1.0	-19	-1	-0.1	1	-1
Cc1ccc(O)c(NC(=O)CCC2CCCCC2)c1
    1	.	102	-22	0.0	15	1	1.3	-4	2
CCOc1cc(/C=C/C(=O)O)ccc1OCCOc1ccc(F)cc1
    8	-3	95	4	0.3	-12	4	-0.9	2	3
CCCCC(=O)OCc1nc(N)nc(Nc2ccccc2C)n1
    -6	-2	94	-2	-0.3	9	-6	0.9	1	-2
Cc1cccc(Sc2ccc([N+](=O)[O-])cc2[N+](=O)[O-])n1
    -4	0	102	-2	1.1	2	3	-1.1	4	6
Cc1cc(C)cc(NC(=O)CC23CC4CC(C2)CC(n2nnc(C)n2)(C4)C3)c1
    1	-3	97	-1	0.2	-1	-1	1.4	-2	0

Assay outcomes: PubChem, several laboratories
